G6PDH counter: L. mesenteroides G6PDH inhibitors, counter-screen for G6PDH-coupled screening assays, biochemical, Leuconostoc mesenteroides enzyme. 200,000 compounds, 0.12% hits. Purified L. mesenteroides G6PDH, diaphorase/resazurin coupled fluorescence, 45 min. inhibition, % at 5 µM. glucose-6-phosphate dehydrogenase [Leuconostoc mesenteroides]; in the data active = inhibition above about 50%
PMI act: activators of human PMI, primary screen, biochemical, fluorescence intensity, near-Km mannose 6-phosphate | purified human PMI, coupled resazurin fluorescence, 20 min; active compounds read high; 1 = vehicle control, 0 substrate-free wells | activation factor at 20 µM | 190,000 compounds, 0.005% hits;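 active = activation factor of 2 or more at 20 µM, relative to plate controls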
Target sequence (P34949 whole entry, looked up): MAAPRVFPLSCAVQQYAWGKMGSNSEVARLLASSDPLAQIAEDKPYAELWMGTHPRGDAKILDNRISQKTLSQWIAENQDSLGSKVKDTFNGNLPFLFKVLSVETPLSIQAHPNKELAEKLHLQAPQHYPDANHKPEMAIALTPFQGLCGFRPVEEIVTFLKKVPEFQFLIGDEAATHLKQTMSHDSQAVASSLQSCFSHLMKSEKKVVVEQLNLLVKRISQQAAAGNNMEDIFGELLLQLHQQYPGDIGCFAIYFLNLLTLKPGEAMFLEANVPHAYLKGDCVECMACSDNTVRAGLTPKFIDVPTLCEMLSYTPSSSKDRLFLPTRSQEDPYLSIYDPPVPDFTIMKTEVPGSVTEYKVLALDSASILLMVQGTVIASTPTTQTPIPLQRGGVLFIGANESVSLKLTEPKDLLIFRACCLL
FLuc act counter: FLuc activators, initial screening, artefact control for FLuc-dependent activation tests, biochemical, ATPlite luminescence; ATPlite luciferase biochemical, 10 min; 0 = ATP-free wells, 1 = DMSO control; 200,000 tested, under 10 active; activation factor at 10 µM; Luciferin 4-monooxygenase (Photinus pyralis), P08659;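 active = luciferase activation factor, scaled between plate controls, of at least 2 with compound at 10 µM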
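assay system = Luciferase/luciferin detection reagent, cell-free biochemical luciferase assay | also added = ATP substrate | times = 10 min post-reagent at room temperature | measured by = luminescence from luciferase reaction | measure = luciferase activation, seen as luminescence increase over controls | benchmarks = low control with PBS replacing ATP, high control enzyme plus ATP without compound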
PMI act hi M6P: human PMI activators, high substrate, primary screen, biochemical, fluorescence intensity, near-saturating mannose 6-phosphate; Mannose-6-phosphate isomerase (Homo sapiens), P34949; coupled PMI enzyme assay, resazurin fluorescence, 20 min; active compounds read high; 1 = untreated enzyme, 0 = substrate-free blank; activation factor at 20 µM; 190,000 compounds, 0.34% hits;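 active = activation factor of 2 or more at 20 µM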
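Material: human phosphomannose isomerase with PGI, G6PDH, diaphorase coupling enzymes / Reagent: Man-6-P substrate 1.0 mM / Dosing: single compound dose of 20 µM, 1% DMSO final / Incubation: enzyme reaction with compound 20 min at room temperature / Signal: resorufin fluorescence (Ex 544/Em 590 nm) from resazurin via diaphorase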
TNAP act hiacc: TNAP activators at high phosphate acceptor level, primary screen, biochemical, luminescence, uHTS | 200,000 tested, under 10 active | Alkaline phosphatase, tissue-nonspecific isozyme (Homo sapiens), P05186 | activation factor at 20 µM | purified TNAP, CDP-star luminescence, 1 M DEA, 30 min; active compounds read high; 0 = EDTA background, 1 = DMSO-only activity;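 active = activation factor at least 2 at 20 µM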
Target sequence (P05186 whole entry, looked up): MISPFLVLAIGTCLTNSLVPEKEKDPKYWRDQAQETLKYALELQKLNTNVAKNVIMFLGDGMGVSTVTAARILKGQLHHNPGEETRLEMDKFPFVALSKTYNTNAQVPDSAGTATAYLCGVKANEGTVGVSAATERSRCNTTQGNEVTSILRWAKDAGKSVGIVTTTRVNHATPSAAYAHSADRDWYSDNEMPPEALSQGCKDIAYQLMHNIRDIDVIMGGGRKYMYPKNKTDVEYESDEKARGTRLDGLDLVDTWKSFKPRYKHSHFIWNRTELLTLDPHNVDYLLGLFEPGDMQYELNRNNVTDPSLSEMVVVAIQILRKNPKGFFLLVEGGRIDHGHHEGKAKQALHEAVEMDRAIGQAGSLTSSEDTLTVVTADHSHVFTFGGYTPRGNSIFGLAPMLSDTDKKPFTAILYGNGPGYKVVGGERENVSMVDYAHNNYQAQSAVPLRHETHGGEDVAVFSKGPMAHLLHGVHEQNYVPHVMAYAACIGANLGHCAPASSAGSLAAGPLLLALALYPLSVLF
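Dosing: 20 µM single point. System: human TNAP. Amount: TNAP 1/800 final. Incubation: 30 min, room temperature. Read-out: TNAP activation factor scaled between EDTA and DMSO control wells. Signal: luminescence from CDP-star hydrolysis. Medium: 1 M DEA, pH 9.8, Mg2+, Zn2+. Control set: EDTA negative control, DMSO positive control.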
Diaphorase inh: diaphorase inhibitors and chemical oxidizers, primary screen, counter-screen for diaphorase-coupled primary assays, biochemical, uHTS, resorufin fluorescence; diaphorase resazurin-to-resorufin fluorescence, NADH, 16 min; bacterial (C. kluyveri) enzyme, not human; inhibition, % at 20 µM; 190,000 compounds, 0.69% hits; AID 1217, 2008;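 active = primary screen inhibition at 20 µM above a set limit, cut at about 50% in these data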;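 also: plate controls were DMSO with full reaction for no effect and wells lacking NADH for full effect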
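controls = No-NADH positive control and DMSO neutral control | system = Clostridium kluyveri diaphorase enzyme | timing = reaction incubation of 16 min at room temperature | signal = resorufin fluorescence 544/590 nm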
TNAP inh noacc: human TNAP enzyme inhibitors, primary screen, biochemical, luminescent, no phosphate acceptor, uHTS; inhibition, % at 20 µM; purified TNAP, CDP-star luminescence, 30 min; 200,000 compounds, 0.26% hits;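 active = tissue-nonspecific alkaline phosphatase inhibition above about 50% at 20 µM in the single-dose screen, limit read from the data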;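 also: 0% = DMSO negative control and 100% = EDTA positive control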
Diaphorase act: compounds boosting diaphorase resazurin reduction – biochemical, uHTS, resorufin fluorescence, counter-screen for diaphorase-coupled primary assays, primary screen | AID 1229, 2008 | activation factor at 20 µM | 190,000 compounds, 0.005% hits | Diaphorase/resazurin coupled assay, 16 min; active compounds read high; 1 = vehicle wells, 0 = NADH-free wells;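 active = diaphorase activity raised at least twofold by the compound at 20 µM; inactive = activation factor below 2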
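Test system: Clostridium kluyveri diaphorase, purified enzyme; input: enzyme 0.07 U/mL final; buffer or medium: 50 mM HEPES pH 7.4 with 4.542 mM MgCl2, 0.005% Tween 20; also added: 0.114 mM NADH and 0.1 mM resazurin, final amounts; schedule: 16 min enzyme reaction, ambient temperature; technique: fluorescence of resorufin, 544 nm excitation, 590 nm emission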
TNAP inh hi DEA: human TNAP enzyme inhibitors, primary screen, biochemical, luminescent, high phosphate acceptor level, uHTS; 200,000 compounds, 0.03% hits; inhibition, % at 20 µM; purified TNAP, CDP-star luminescence, 1 M DEA; Alkaline phosphatase, tissue-nonspecific isozyme (Homo sapiens), P05186;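 active = over 50% inhibition of tissue-nonspecific alkaline phosphatase at 20 µM in the single-dose screen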;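 also: plate controls were DMSO wells for no effect and EDTA-quenched wells as full inhibition for full effect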
Efa HMGR inh: inhibitors of E. faecalis class II HMGR, primary screen, biochemical, Enterococcus faecalis; inhibition, % at 10 µM; purified E. faecalis HMGR, NADPH absorbance 340 nm kinetic; AID 1066, 2008; 190,000 compounds, 0.41% hits;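 active = inhibition above a set limit, the median over all tested compounds plus 3 SD, cut at about 9.5% in these data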;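 also: enzyme runs in reverse so mevalonate oxidation gives rising NADPH absorbance; 0% = complete reaction with DMSO and 100% = background rate lacking mevalonate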
An asterisk follows results filed as active.

Screens in order – G6PDH counter	PMI act	FLuc act counter	PMI act hi M6P	TNAP act hiacc	Diaphorase inh	TNAP inh noacc	Diaphorase act	TNAP inh hi DEA	Efa HMGR inh
COc1cc(S(=O)(=O)N2CCN(c3ccccc3)CC2)ccc1Cl
  12	0.8	1	0.8	1	32	-8	0.7	-3	-3
CCNC(=O)/C=C1\NC(C)(C)Cc2c1ccc1ccccc21
  2	1.1	1.1	1.1	1.1	10	-9	0.9	-5	-7
CCC(c1nnc(SCC(=O)Nc2cc(Cl)ccc2C#N)n1C1CCCCC1)N(C)C (stereo not drawn)
  22	0.9	1	0.9	1	11	-13	0.9	-3	-4
CCN1CCN(CCNC(=O)C2CCCN(Cc3nc(-c4cccc(Cl)c4)oc3C)C2)CC1 (stereo not drawn)
  10	1	1.1	1	1	3	7	1	-1	-1
CSCCC(=O)Nc1nc(-c2ccccn2)cs1
  22	1.7	1	2.2*	1	3	-40	1	0	-5
COCCCN1C(=O)c2ccccc2C1C(=O)NC1CCCCCC1 (stereo not drawn)
  8	1.1	1	1.1	1	0	7	1	-1	-5
Nc1cc(OC(=O)c2ccccc2Br)nn1S(=O)(=O)c1ccccc1
  -1	1	1	0.9	1	-1	6	1	0	-2
O=C(Cc1ccccc1)N/N=C/c1ccc(OC(=O)/C=C\c2ccco2)cc1
  4	1.1	1.1	1.1	1	-8	-9	1.1	-2	-5
CCOC(=O)Cn1c(=NC(=O)c2cc(-c3cccs3)nc3ccccc23)sc2cc(S(N)(=O)=O)ccc21
  6	0.9	1	1.1	1	13	-14	0.9	-3	1
C=CCn1c(SCC(=O)NCC2CCCO2)nnc1-c1ccccc1 (stereo not drawn)
  3	0.9	1	0.8	1	15	-10	0.8	-5	-2
CC(=O)Nc1ccc(C(=O)N/N=C/c2ccncc2)cc1
  -5	1.3	1.1	1.3	1	9	-8	0.9	-2	-7
CCn1c(SCC(=O)Nc2nc(-c3ccc(C)cc3)cs2)nnc1-c1ccccc1
  16	0.9	1	0.9	1	12	8	0.9	-3	-7
CCn1c(CSc2nc(C)cs2)nc2cc(S(=O)(=O)N(C)C)ccc21
  2	1	1.1	1	1.1	14	-14	0.9	-7	0
O=C(c1cc2c(s1)CCCC2)n1cccn1
  -23	1	0.8	0.9	1	10	1	0.9	-3	1
CCc1cc2c(cc3c(=O)n(CC(=O)NCCCN(CC)CC)nc(CC)n32)s1
  3	0.9	1	1	1	0	0	1	0	-10
COc1cc(/C=N/NC(N)=S)ccc1OCc1ccc(C)cc1
  4	1	0.9	1	1	16	0	0.8	-4	5
C/C(=N\NC(=O)C1CC1c1ccccc1)c1ccc(C)s1 (stereo not drawn)
  4	1	1.1	1	1.1	12	-12	0.9	-7	1
O=C(c1ccccc1[N+](=O)[O-])N1CC2C3C=CC(C3)C2C1 (stereo not drawn)
  7	1.1	1.1	1.1	1	8	-13	0.9	-3	-3
Cc1ccc2c(COC(=O)c3n[nH]c4ccccc34)cc(=O)oc2c1
  3	1	0.7	1	1	20	-5	0.8	-1	-3
CCn1nc(C(=O)O)c(=O)c2cc3c(cc21)OCO3
  5	1.1	1	1.1	1	-7	-1	1.1	3	-9
Cc1ccc(CCNC(=O)C2CCCN(S(=O)(=O)c3c(C)noc3C)C2)cc1 (stereo not drawn)
  3	1	1	1.1	1	9	-8	0.9	-2	-7
CC1=NN(C(=O)COc2ccccc2C)C(O)(c2ccc(Cl)cc2)C1 (stereo not drawn)
  -1	1	1.1	1.1	0.9	-3	9	1	6	-5
C=CCc1cccc2cc(C(=O)Nc3ccc(S(=O)(=O)Nc4nnc(CC)s4)cc3)c(=O)oc12
  -22	1	1	1.1	1	52*	-13	0.5	4	2
C/C(CC(=O)Nc1ccc2c(c1)OCO2)=N\NC(=O)OC(C)(C)C
  13	0.9	1	0.7	1	16	-5	0.8	0	-6
COc1ccc(NC(=O)CSc2nnc(-c3ccccn3)n2N)cc1
  11	1	1.1	1	1.1	9	-6	0.9	-10	0
COc1ccc(Cl)c(NC(=O)Nc2c(C)n(-c3ccccc3)c(=O)n2C)c1
  7	1	1.1	1.1	1	1	-2	1	-3	0
CCC(=NCc1ccccc1)c1c(C(F)(F)F)[nH]n(-c2nc3ccccc3s2)c1=O
  2	1	0.9	1.1	1	2	-16	1	-3	0
COc1ccc(N2C(=O)CC(N3CCC(C(N)=O)CC3)C2=O)cc1 (stereo not drawn)
  -8	0.9	1.1	1	1.1	10	-13	0.9	-5	2
C=CCSc1nnc(Cc2cc(=O)[nH]c(=O)[nH]2)n1-c1cc(C)ccc1C
  12	1.2	1.1	1.1	1.1	-18	2	1.2	-7	2
COc1ccc(S(=O)(=O)N2CCC(C(=O)N3CCc4ccccc4C3)CC2)cc1C
  -4	0.8	1.1	0.9	1.1	16	-14	0.8	-9	-5

2 entries from above, field by field:
mol: O=C(Cc1ccccc1)N/N=C/c1ccc(OC(=O)/C=C\c2ccco2)cc1
  G6PDH counter: 4
  PMI act: 1.1
  FLuc act counter: 1.1
  PMI act hi M6P: 1.1
  TNAP act hiacc: 1
  Diaphorase inh: -8
  TNAP inh noacc: -9
  Diaphorase act: 1.1
  TNAP inh hi DEA: -2
  Efa HMGR inh: -5

mol: CCOC(=O)Cn1c(=NC(=O)c2cc(-c3cccs3)nc3ccccc23)sc2cc(S(N)(=O)=O)ccc21
  G6PDH counter: 6
  PMI act: 0.9
  FLuc act counter: 1
  PMI act hi M6P: 1.1
  TNAP act hiacc: 1
  Diaphorase inh: 13
  TNAP inh noacc: -14
  Diaphorase act: 0.9
  TNAP inh hi DEA: -3
  Efa HMGR inh: 1

(next part)
Screens in order – G6PDH counter	PMI act	FLuc act counter	PMI act hi M6P	TNAP act hiacc	Diaphorase inh	TNAP inh noacc	Diaphorase act	TNAP inh hi DEA	Efa HMGR inh
O=C(N/N=C/c1cc(Cl)cc([N+](=O)[O-])c1O)NC12CC3CC(CC(C3)C1)C2
  9	1.1	1	1.2	0.8	8	5	0.9	19	2
C/C(=N\NC(=O)c1ccccc1)c1ccc2c(c1)OCO2
  0	1	0.7	1.1	0.9	9	-13	0.9	5	-5
O=C(NCCN1CCN(C(=O)c2cccs2)CC1)c1cccs1
  2	0.9	1.1	0.9	1	10	-9	0.9	0	-3
CCCn1c(CCC(=O)O)ccc1-c1ccccc1
  6	1.1	1.1	1.1	1	9	-14	0.9	-3	1
O=C(CCSCc1ccccc1Cl)NC1CCCC1
  -16	1	1.1	1	1	12	-14	0.9	-3	-2
COc1cc(OC)cc(C(=O)NC(=S)N2CCN(c3ccc(C(F)(F)F)cc3[N+](=O)[O-])CC2)c1
  6	0.9	1	1	1	16	-3	0.8	2	-5
CC12CCC(C(=O)N(CC(O)CN3CCCCCC3)C1=O)C2(C)C (stereo not drawn)
  1	0.9	1	1	1	8	-17	0.9	-1	-4
CN(C(=O)c1ccc2c(=O)n3c(nc2c1)CCCCC3)c1ccccc1
  6	1.1	1.1	1.1	1.1	8	-10	0.9	-7	0
COc1ccc(S(=O)(=O)N(CCc2ccccc2)CC(=O)NC(C)C)cc1
  8	0.8	1	0.8	1	16	-6	0.8	0	-3
CCOc1cc(CNc2ccc(N3CCCCC3)cc2)cc(Br)c1OCC(=O)NC(C)(C)C
  13	0.7	1	0.6	1	36	-6	0.6	-2	-7
CC(C)(C)n1ncc2c(=O)n(CC(=O)OCc3ccccc3)cnc21
  4	0.9	0.1	0.9	1	4	-9	1	-2	-4
CCCc1cc(=O)[nH]c(SCC(=O)N2N=C(c3ccc(Cl)cc3)CC2c2ccco2)n1 (stereo not drawn)
  14	0.7	1	0.9	1	15	1	0.8	4	0
COc1ccc(C(=O)Nc2ncc3c(n2)CC(c2ccco2)CC3=O)cc1 (stereo not drawn)
  8	1	1	0.8	1	20	-8	0.8	0	-2
COc1ccc(-c2nc(-c3ccccc3)ncc2S(C)(=O)=O)cc1
  12	0.9	1.1	0.9	1.1	19	-9	0.8	-6	-3
COc1ccc(NC(C)C(=O)Nc2ccc(C(C)(C)C)cc2)cc1Cl (stereo not drawn)
  0	0.8	1	0.9	1	23	-9	0.8	-5	-5
COC(=O)c1sc(NC(=O)COc2cccc3ccccc23)nc1C
  9	1	1.1	1	1	3	4	1	-2	1
O=C(CSCc1n[nH]c(=O)[nH]1)NCCOc1cccc(Oc2ccccc2)c1
  -1	0.9	1	0.9	1	22	-38	0.8	-5	-6
Cn1cc(CN2CCN(Cc3ccc4c(c3)OCO4)CC2)c(-c2ccccc2F)n1
  10	0.9	1	0.8	1.1	7	-8	0.9	-6	-2
CCOC(=O)CSc1nnc(-c2ccc(S(=O)(=O)N3CCOCC3)cc2)n1-c1ccccc1
  -3	0.9	1	0.9	1	6	-10	0.9	-2	5
O=C(c1cnccn1)N(Cc1cccs1)C1(C(=O)NC2CCCC2)CCCCC1
  -15	1	1.1	1	1.1	10	-10	0.9	-7	-2
O=S(=O)(c1ccc(N2CCCC2)cc1)C(F)(F)F
  2	1	1	1	1	2	-5	1	-4	-1
O=C(O)c1oc2ccccc2c1CN1CCN(c2ccccc2)CC1
  4	1	1	1	1	-1	-6	1	-1	-1
CN1CC(=O)NC1=NC(=O)c1cc(F)c(F)cc1Cl
  2	1	1	1	1.1	16	-9	0.8	-6	-2
CCN(CC)c1ccc(C(NC(C)=O)NC(C)=O)cc1
  5	1	1	1	1	-6	-11	1.1	-3	-2
CCOC(=O)C1=C(C)NC(=O)NC1c1ccc(OCC(=O)N2CCCCC2)cc1 (stereo not drawn)
  6	1.2	1.1	1.1	1.1	-1	0	1	-6	-2

Source: PubChem
